HRas wt GTP: human HRas wildtype GTP binding, change in either direction | actives 0.14% (n = 190,000) | GTP binding activity, % at 10 µM | GST-Ras wt beads, Bodipy-FL-GTP binding, flow cytometry; actives lie on both sides | AID 759;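 active = GTP binding activity at least 20% away from the 100% baseline, either lowered as inhibitor or raised as activator; inconclusive = flagged as likely green fluorescent, judged across all proteins in the well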;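 also: 0% = unlabeled GTP competition control and 100% = no-compound control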
Target sequence (P01112 whole entry, looked up): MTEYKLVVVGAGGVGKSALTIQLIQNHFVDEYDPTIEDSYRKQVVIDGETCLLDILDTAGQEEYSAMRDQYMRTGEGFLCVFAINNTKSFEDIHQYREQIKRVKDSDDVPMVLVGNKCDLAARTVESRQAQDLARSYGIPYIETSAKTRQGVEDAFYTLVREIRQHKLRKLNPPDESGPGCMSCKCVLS
Pf gamet viab: P. falciparum stage V gametocyte viability inhibition. P. falciparum stage V gametocytes, ATP luminescence, 24 h. AID 743093. inhibition, % at 10.9 µM. actives 0.065% (n = 150,000);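 active = inhibition above the mean plus 3 SD of compounds within the control limits, set per campaign, cut at about 38% in these data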;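 also: 0% = DMSO wells and 100% = medium only without gametocytes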
ABCB1 block: human ABCB1 inhibition, ABCG2 as counter-screen; inhibition, % at 6.6 µM; AID 1326; CCRF-Adr cells, JC-1 efflux, flow cytometry; P08183; actives 0.067% (n = 190,000); in the data active = inhibition above about 40%;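 also: 0% = vehicle and 100% = reference inhibitor; higher value means more JC-1 retained so stronger ABCB1 efflux block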
Cdc42 wt: modulators (inhibitors or activators) of GTP binding to human Cdc42 wildtype | P60953 | GST-Cdc42 beads, Bodipy-GTP binding, flow cytometry; actives lie on both sides | percent activity (GTP binding), % at 10 µM | actives 0.2% (n = 190,000) | AID 761;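 active = percent activity GTP binding at least 20 points away from the 100% baseline, either down as inhibitor or up as activator; inconclusive = compound flagged as likely green fluorescent from well-wide comparison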;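 also: median bead fluorescence of bound Bodipy-FL-GTP at 100 nM; 0% = excess unlabeled GTP control and 100% = no compound control; below 100% means less GTP binding so inhibitor and above means activator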
Target sequence (P60953 whole entry, looked up): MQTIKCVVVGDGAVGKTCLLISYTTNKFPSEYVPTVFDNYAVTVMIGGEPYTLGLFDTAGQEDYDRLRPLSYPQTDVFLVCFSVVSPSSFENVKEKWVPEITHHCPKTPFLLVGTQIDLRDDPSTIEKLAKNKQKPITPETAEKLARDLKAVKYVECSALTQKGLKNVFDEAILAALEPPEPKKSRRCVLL
Rac1 wt modul: modulators of human Rac1 wildtype GTP binding | P63000 | GST-Rac1 beads, fluorescent GTP binding, flow cytometry; actives lie on both sides; 0 = cold GTP competed, 100 = untreated | actives 0.27% (n = 190,000) | GTP binding activity (% of control), % at 10 µM | AID 757;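 active = GTP binding activity at least 20 points away from the 100% control level, either lower or higher; inconclusive = compound flagged as likely green fluorescent, judged across all proteins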
Rab2 wt GTP: changes GTP binding to wildtype dog Rab2A, up or down; GST-Rab2 wt beads, Bodipy-GTP binding, flow cytometry; GTP binding activity, % at 10 µM; actives 0.19% (n = 190,000);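 active = GTP binding activity at least 20 points away from 100%, either lowered or raised; inconclusive = signal likely due to the compound's own green fluorescence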;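 also: 0% = beads with excess unlabeled GTP and 100% = no-compound control corrected for plate trend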
Mcl1-Noxa inh: disrupts binding of human Mcl-1 to Noxa peptide; TR-FRET Mcl-1/Noxa peptide binding, 2 h; inhibition, % at 21.7 µM; actives 1.5% (n = 220,000); AID 1022;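 active = compounds that cut the protein-peptide binding signal by more than 50% relative to plate controls in a single-dose test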;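 also: His-tagged Mcl-1 with rhodamine Noxa BH3 peptide and terbium anti-His antibody; 0% = Mcl-1 plus Noxa peptide wells and 100% = peptide-only wells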
Target sequence (Q07820 whole entry, looked up): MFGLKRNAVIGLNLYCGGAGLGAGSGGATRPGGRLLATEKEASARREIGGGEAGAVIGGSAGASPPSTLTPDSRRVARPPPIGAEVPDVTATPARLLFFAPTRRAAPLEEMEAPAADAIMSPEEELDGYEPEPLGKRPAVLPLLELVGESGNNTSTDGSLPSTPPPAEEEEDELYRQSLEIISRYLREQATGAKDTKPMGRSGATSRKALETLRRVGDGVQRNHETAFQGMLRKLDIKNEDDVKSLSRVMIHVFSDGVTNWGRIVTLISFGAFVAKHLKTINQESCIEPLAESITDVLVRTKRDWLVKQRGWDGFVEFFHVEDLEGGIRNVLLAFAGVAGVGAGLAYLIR
Avidin fluor: compound fluoresces at 488/530 nm on avidin beads; actives 0.38% (n = 220,000); compound fluorescence 488/530 nm, flow cytometry; hits give high values; fluorescence (KMESF) at 10 µM; in the data active = fluorescence above about 47; also: inactives centre near 10
Rac1 act GTP bind: modulators of GTP binding to human Rac1 activated mutant; percent activity (GTP binding), % at 10 µM; P63000; actives 0.11% (n = 190,000); GST-Rac1 activated beads, fluorescent GTP binding, flow cytometry; actives lie on both sides; 100% means binding = to untreated wells; AID 764;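 active = GTP binding at least 20 percentage points away from the 100% baseline, in either direction, so actives lie on both sides; inconclusive = Compound likely fluorescent itself, or too few beads counted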
ABCG2 block: blocks JC-1 efflux by human ABCG2 transporter | actives 0.1% (n = 190,000) | inhibition, % at 6.6 µM | AID 1325 | Q9UNQ0 | IgMXP3 cells, flow cytometry;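 active = inhibition above 80%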;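 also: 0% = DMSO and 100% = nicardipine control wells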
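test system = two drug-resistant human cell lines, ABCG2 and ABCB1 | amount = 3 million cells/mL final, two lines in 1:1 ratio | reagent = JC-1 transporter substrate | doses = one concentration, 6.6 µM final | incubation = 10 min at 25 °C | signal = flow cytometric JC-1 green MFI at 530 nm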
Rab7 wt modul: alters GTP binding to wildtype dog Rab7; GTP binding activity (percent of control), % at 10 µM; GST-Rab7 beads, fluorescent GTP binding, flow cytometry; actives lie on both sides; untreated = 100%, excess cold GTP = 0%; actives 0.055% (n = 190,000);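 active = fluorescent GTP binding to Rab7 beads changed by at least 20 points from the 100% baseline, either direction, mostly lower; inconclusive = compound itself probably fluorescent, or too few beads counted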;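 also: median green fluorescence of bound Bodipy-FL-GTP per Rab7 bead population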
Starred values were filed as active, the others as inactive; ? = inconclusive; nt = not tested or not shown; [ ] = dose if it differs, or a comment.

SMILES,HRas wt GTP,Pf gamet viab,ABCB1 block,Cdc42 wt,Rac1 wt modul,Rab2 wt GTP,Mcl1-Noxa inh,Avidin fluor,Rac1 act GTP bind,ABCG2 block,Rab7 wt modul
O=C(Nc1ccccc1)N1CC=C(c2ccc(F)cc2)CC1,102,nt,0.2,104,107,101,14,21,100,3,100
O=C(CC1(O)C(=O)N(Cc2cccc3ccccc23)c2ccccc21)c1cccnc1 (stereo not given),98,-20,1.4,98,101,99,-5,6,98,3,100
Cc1ccc(-c2nc3cc(N)ccc3o2)cc1,101,-33,0.1,103,105,101,11,2,99,0,100
COc1cccc(C2C=C(Nc3ccccc3)C(=O)N2c2ccccc2)c1 (stereo not given),102,nt,-0.2,97,98,98,4,10,103,-3,98
COc1ccc(N2CCN(C(=O)c3cc4c(-c5ccc(Cl)cc5)nn(C)c4s3)CC2)cc1,97,nt,1.2,100,101,97,2,6,98,2,97
COc1cc(NC(=O)CN(C)S(=O)(=O)c2ccc3c(c2)CCC(=O)N3)cc(OC)c1,101,nt,-1.8,101,103,102,7,8,98,-1,102
Cc1ccc(-c2nnc(SCC(=O)Nc3nccs3)n2N)cc1,98,-23,-0.2,98,101,98,6,6,95,-2,98
O=C(O)C1CCCN1C(=O)OCc1ccccc1 (stereo not given),121*[activator],nt,0.4,128*[activator],139*[activator],122*[activator],5,20,121*[activator],2,120*[activator]
O=C(CC(NS(=O)(=O)c1ccc(Cl)cc1)c1ccco1)NCc1ccco1 (stereo not given),101,12,0.7,101,103,100,-9,11,99,2,101
CCNC(=O)CN(c1ccccc1OC)S(=O)(=O)c1cccs1,103,nt,0.0,102,107,99,5,14,102,-3,99
CC(C)C(=O)Nc1ccc(N2CCCC2)c(Cl)c1,103,nt,0.2,100,102,103,23,21,99,0,108
COc1cc(COCC(O)CN2CCOCC2)cc(OC)c1OC (stereo not given),98,3,-2.2,96,96,96,19,4,97,-2,97
O=C(NCCCN1CCCCC1)c1ccc2c(=O)n(CCc3ccccc3)c(=O)[nH]c2c1,102,nt,-4.4,103,105,100,13,8,102,-9,98
CCOC(=O)C1=C(C)NC(C)=C(C(=O)OCC)C1c1cc(N)ccc1OC(F)F,104,nt,-0.4,106,109,106,20,12,101,-2,105
Cc1ccc(OCCCN2CCOCC2)c([N+](=O)[O-])c1,100,-1,0.4,100,100,101,36,14,101,7,96
Cc1onc(-c2ccccc2Cl)c1C(=O)N1CCN(c2ccccc2)CC1,99,nt,1.4,101,100,98,9,9,99,2,100
CCN(CC)c1nc(Oc2ccc(C(=O)OC)cc2)nc(N2CCOCC2)n1,101,-16,1.6,100,100,103,4,8,97,3,107
COc1ccc(CN2CCN(Cc3csc(C(C)=O)c3)CC2CCO)c(C)c1C (stereo not given),95,-28,-1.8,98,99,96,42,11,96,-6,95
CC(=O)Nc1cc(-c2nn(C)c(=O)c3ccccc23)ccc1N1CCCCC1,104,2,1.2,106,105,103,3,11,102,9,101
COC(=O)c1ccc(NC(=O)CN2CCN(c3ccccn3)CC2)cc1,97,nt,-0.1,99,99,99,-1,10,94,0,95
CC(NC(=O)COC(=O)/C=C/c1ccco1)c1ccccc1 (stereo not given),98,nt,0.7,104,101,101,14,9,96,1,96
O=Cc1ccc(-c2cc(Cl)ccc2Cl)[nH]1,92,nt,0.3,90,93,94,-6,8,96,6,90
O=[N+]([O-])/C(C(Cl)=C(Cl)Cl)=C(\Nc1ccc(F)cc1)n1cncn1,99,nt,-0.1,99,96,100,20,4,98,0,100
CCOC(=O)c1ccc(N/C=C\C(=O)c2cccc(OC)c2)cc1,100,-5,0.4,102,104,98,1,16,98,9,101
CCOC(=O)c1c(NC(=S)NCC2CCCO2)sc(C)c1C (stereo not given),?,1,-0.6,?,?,?,12,22,?,-1,?
CCc1cc(=O)oc2cc(OCc3nn[nH]n3)ccc12,101,nt,0.0,105,101,100,11,5,98,0,100
CCCCC/C=N\NC(=O)Cc1ccc([N+](=O)[O-])cc1,97,nt,0.0,102,103,98,10,17,99,0,98
Cc1cccc2c1N(C(=O)CN1C(=O)c3ccccc3C1=O)C(C)(C)c1ssc(=S)c1-2,97,2,-0.8,99,103,97,12,3,100,-3,95
COc1ccc2c(c1)c(=O)c(C(=O)c1ccc(Cl)cc1)cn2CC(=O)Nc1ccc(F)cc1,101,nt,1.6,99,103,102,-6,7,97,8,102
Cc1ccc(C(NC(N)=O)c2ccccc2)cc1 (stereo not given),103,nt,0.2,103,105,102,-2,7,98,0,102
Cc1ccc([N+](=O)[O-])c(NC2OC(CO)C(O)C2O)c1 (stereo not given),98,nt,0.0,95,100,97,5,5,97,0,104
COCCn1c(C)c(C(=O)O)sc1=S,103,7,-0.1,103,108,104,9,11,103,-2,104
COCCCNC(=O)c1c(N)n(-c2cccc(S(N)(=O)=O)c2)c2nc3ccccc3nc12,95,nt,-0.5,94,92,94,18,32,92,-2,97
O=C(Cn1cc2c(n1)CCCC2)Nc1cc(-c2cccc(Cl)c2)no1,96,nt,0.3,95,97,98,-7,7,98,3,96
Cc1cc(=O)n(CC(C)C)c(O)c1C#N,95,-18,0.3,96,96,95,38,11,95,1,93
CC(C)C(NC(=O)C1CCC(C(C)(C)C)CC1)C(=O)NCCCN1CCCCC1 (stereo not given),100,-7,0.3,98,103,100,17,7,95,0,105
COC(=O)c1ccccc1NC(=O)CN1CCC(C)CC1,97,3,0.0,105,96,93,-4,9,96,-1,97
Cn1c(=O)c2c(n3cnnc13)-c1ccccc1CC21CCCC1,101,nt,2.3,103,104,100,8,21,99,6,100
CCOc1ccc(OCC)c(NC(=O)c2[nH]c(C)c(C(C)=O)c2C)c1,103,nt,1.7,103,108,102,-17,8,102,4,105
C=C(C)C1CC=C(C)/C(=N\NC(=S)Nc2ccc(C)cc2)C1 (stereo not given),99,nt,0.5,103,103,96,14,13,98,7,98
C[C@@H]1C[C@H](O)c2cc(Cl)ccc2N1,?,nt,0.3,?,?,?,8,9,?,1,?
C/C(=N/O)c1cc(C(C)(C)C)c(O)c(C(C)(C)C)c1,105,nt,0.8,106,106,104,4,10,102,2,103
CCC1CCc2c(sc3ncnc(N4CCOCC4)c23)C1 (stereo not given),96,-3,0.4,97,98,96,-7,23,96,2,94
Cn1c(SCc2nc3ccccc3c(=O)[nH]2)nc2ccccc21,97,4,0.1,98,96,100,4,9,94,2,98
CN(C)S(=O)(=O)CC12CCC(CC1=O)C2(C)C (stereo not given),99,-40,0.0,99,101,96,10,33,98,0,94
Cc1cc(C(=O)Nc2cccnc2Cl)on1,100,nt,0.0,102,102,98,-7,7,99,0,96
Cc1csc(NC(=O)c2ccc(Cl)cc2[N+](=O)[O-])n1,98,nt,0.4,100,98,102,10,10,97,5,109
O=C(NN1C(=O)C2C3C=CC(C3)C2C1=O)c1cccc(Cl)c1 (stereo not given),104,nt,0.1,105,104,105,-5,5,102,1,102
Cc1cc(C)cc(C(=O)NCC(=O)OCC(=O)N2CCCCC2)c1,101,-3,0.9,95,99,98,-9,24,97,3,103
O=C(NCCCN1CCCC1=O)c1cc(NS(=O)(=O)c2ccc(F)cc2)cc(NS(=O)(=O)c2ccc(F)cc2)c1,101,-9,0.4,105,106,101,-2,37,100,3,102
CCc1ccc(NC(=O)c2cc(-c3cccs3)on2)cc1,99,-3,-0.2,97,101,102,21,5,97,1,110
CCCn1nc2cc(C(=O)NCc3ccccc3OC)ccc2c1OCC,102,9,1.7,101,99,98,-10,10,98,8,96
OCCC1CN(Cc2cccn2-c2cccnc2)CCN1Cc1ccccc1 (stereo not given),97,10,0.8,100,100,99,-9,14,98,1,98
O=C(COc1ncnc2ccccc12)N1CCN(c2ccccc2)CC1,95,nt,0.1,98,97,101,17,9,96,0,107
CN1C(=O)S/C(=C/c2cccn2-c2cccc(C(=O)O)c2)C1=O,95,20,1.2,94,96,94,20,13,92,4,97
O=C(CSC1=NC(=O)C(c2ccccc2)C(=O)N1)Nc1cccc(Cl)c1 (stereo not given),99,0,0.3,102,104,99,-3,6,100,1,97
N#CC1=C(N)OC2=C(C(=O)CCC2)C1c1ccncc1 (stereo not given),98,-8,0.4,99,98,98,-13,6,97,2,96
COc1cc(OC)c(-c2nn3c(-c4ccco4)nnc3s2)cc1OC,90,13,0.6,92,95,89,64*,26,94,0,92
CCCn1c(SCC(=O)Nc2cccc(NC(C)=O)c2)nnc1C(C)C,105,-11,0.4,105,106,104,16,14,99,1,108
CCc1nnc(NC(=O)C2Cc3ccccc3C(=O)O2)s1 (stereo not given),101,nt,1.1,100,102,100,12,9,99,3,99

(listing goes on)
SMILES,HRas wt GTP,Pf gamet viab,ABCB1 block,Cdc42 wt,Rac1 wt modul,Rab2 wt GTP,Mcl1-Noxa inh,Avidin fluor,Rac1 act GTP bind,ABCG2 block,Rab7 wt modul
COc1ccccc1N(CC(=O)Nc1cccnc1)S(C)(=O)=O,101,nt,1.4,103,99,101,-13,9,99,4,99
CCOC(=O)/C(C(C)=O)=C1\OC(=O)c2ccccc21,98,-17,-0.3,100,99,100,-2,10,100,-1,93
CCSc1nc2c(c(=O)[nH]1)C(c1ccncc1)C(C(=O)OC(C)C)=C(C)N2 (stereo not given),97,-26,0.8,95,93,94,16,30,94,5,93
Cc1cc(C(=O)NCc2cccnc2)cs1,96,nt,-0.1,97,100,96,5,8,99,1,101
Cc1nnc(-c2cnn(C)c2N)n1Cc1ccccc1,?,nt,-0.5,?,?,?,12,12,?,0,?
CC1=NN(C(=O)c2cc(C)nn2C)C(O)(C(F)(F)F)C1 (stereo not given),100,6,0.7,101,107,101,23,5,100,-1,101
COc1ccc(Br)cc1C1N2CC3(C)CN1CC(C)(C2)C3=O (stereo not given),101,nt,0.4,104,100,101,3,14,100,1,96
COCCCNC(=S)N1CCCN(c2nc3cc(C)c(C)cc3cc2C#N)CC1,96,10,0.7,98,99,97,-9,12,96,5,99
O=[N+]([O-])c1ccc(Nc2nc(N/N=C/c3cccc(F)c3)nc(N3CCCC3)n2)cc1,101,9,0.1,104,104,102,32,18,102,1,101
